Screens (PubChem BioAssay)
AmpC detergent – qHTS Inhibitors of AmpC Beta-Lactamase (assay with detergent) | P00811 | AmpC hydrolysis of nitrocefin, absorbance 480 nm, 0.01% Triton | Potency, µM (titrated, usually from 114 µM), for the others: at the top dose activity change, negative = inhibition, actives largely listed as inhibitors | hit rate 0.041% among 370,000 | AID 485294, 2010;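 further: potency means the concentration at half of the fitted maximal effect; 0% = no-compound wells and -100% = no-enzyme wells; nearly all actives have a fitted effect of over 25% in size; some results filed as inactive show a strong effect at the top dose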
Target sequence (P00811 whole entry, looked up): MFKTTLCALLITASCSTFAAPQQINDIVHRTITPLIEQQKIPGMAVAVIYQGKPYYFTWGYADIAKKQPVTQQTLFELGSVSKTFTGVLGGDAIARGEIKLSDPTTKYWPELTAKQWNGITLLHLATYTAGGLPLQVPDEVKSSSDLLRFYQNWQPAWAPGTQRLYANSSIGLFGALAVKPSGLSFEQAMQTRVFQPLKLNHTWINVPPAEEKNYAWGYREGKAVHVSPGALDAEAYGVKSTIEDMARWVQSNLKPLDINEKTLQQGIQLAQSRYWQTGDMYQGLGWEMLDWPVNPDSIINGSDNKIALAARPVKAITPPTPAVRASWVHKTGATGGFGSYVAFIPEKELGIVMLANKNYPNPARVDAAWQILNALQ
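20 mM phosphate pH 7.0 + 0.01% (detergent screen) or 0.0001% Triton X-100; 5.3 nM AmpC reagent; cpd preinc 15 min RT; nitrocefin (800 uM stock) to start; A480 q20 s × 4 min; Activity was normalised to no-enzyme and no-compound control wells.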
Sm TGR block – qHTS Assay for the Inhibitors of Schistosoma Mansoni Peroxiredoxins; Schistosoma mansoni thioredoxin glutathione reductase (TGR), Q962Y6; Potency, µM (highest dose often 114 µM), for the others: top-dose activity change, negative = inhibition, actives largely listed as inhibitors; AID 485364, 2010; purified TGR, DTNB reduction, TNB absorbance 405 nm; hit rate 3% among 360,000; further: potency means the concentration at half of the fitted maximal effect; nearly all actives have a fitted effect of over 60% in size
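TGR 20 nM + NADPH 100 uM (dispensed conc.), cpd preinc 15 min RT; start with NADPH (500 uM addition) then DTNB (15 mM addition). Kinetic TNB absorbance, 405 nm filter. Four-parameter Hill fit across titration.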
HCMV inh – qHTS Assay for inhibitors of the human cytomegalovirus (HCMV); HFF cells, HCMV-luciferase reporter, 72 h; active compounds read low; activity change, negative = inhibition, % at 57.5 µM; hit rate 4.5% among 410,000; AID 1259415, 2018; in the data active means activity change below about -60%; inconclusive means no clear call, values can overlap the other calls; inactive means above about -39%
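HFF cells seeded 16 h at 37C, treated with compounds, infected with luciferase-reporter HCMV at MOI 1 PFU/cell; luciferase read at 72 h post infection, normalized to buffer-only and Salinomycin controls.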
AMA1 RON2 block – qHTS for Inhibitors of AMA1-RON; Towards Development of Antimalarial Drug Lead: Primary Screen; Plasmodium falciparum AMA1 (3D7) - RON2 peptide interaction; AlphaScreen AMA1-biotinylated RON2 peptide binding; Potency, µM (series often up to 58.2 µM), for the others: top-dose activity change, negative = inhibition, usual class: inhibitors; hit rate 0.2% among 360,000;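 further: potency means the concentration at half of the fitted maximal effect; 0% = vehicle wells and -100% = peptide control; nearly all actives have a fitted effect of over 45% in size; some results filed as inactive show a strong effect at the top dose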
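AMA1 (3D7) with his tag at 25 nM final met compounds first, then biotinylated RON2 peptide at 25 nM; detection used donor plus acceptor beads, 10 µg/mL apiece, read by AlphaScreen after 30 min at room temperature.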
Giardia FBPA inh – qHTS Assay for Inhibitors of Fructose-1,6-bisphosphate Aldolase from Giardia Lamblia; hit rate 0.71% among 290,000; AID 2451, 2010; purified Giardia FBPA; Potency, µM (titrated, usually from 59.6 µM), for the others: at the top dose activity, negative = inhibition, actives largely listed as inhibitors; further: potency means the concentration at half of the fitted maximal effect; nearly all actives have a fitted effect of over 55% in size
Target sequence (A8B2U2 whole entry, looked up): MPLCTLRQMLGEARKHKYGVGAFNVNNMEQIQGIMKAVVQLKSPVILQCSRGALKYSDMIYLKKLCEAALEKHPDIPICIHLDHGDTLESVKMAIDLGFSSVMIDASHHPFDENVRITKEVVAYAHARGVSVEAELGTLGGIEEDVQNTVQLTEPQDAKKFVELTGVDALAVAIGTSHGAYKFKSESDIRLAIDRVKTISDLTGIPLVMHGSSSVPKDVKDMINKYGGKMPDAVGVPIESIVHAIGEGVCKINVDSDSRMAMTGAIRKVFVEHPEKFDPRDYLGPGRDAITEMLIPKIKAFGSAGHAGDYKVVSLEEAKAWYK
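Giardia FBPA (40 nM reagent) was preincubated 10 min at RT with compound (up to 57.5 uM final), then substrate plus GAPDH/TPI/NAD/arsenate coupling system with diaphorase/resazurin was added; resorufin fluorescence (525/598 nm) was read after 20 min.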
AmpC inh no detg – qHTS Inhibitors of AmpC Beta-Lactamase (assay without detergent) | P00811 | AmpC nitrocefin hydrolysis, absorbance 480 nm, 0.0001% Triton | Potency, µM (series often up to 57.1 µM), for inactives: at the highest dose activity change, negative = inhibition, usual class: inhibitors | hit rate 0.52% among 330,000 | AID 485341, 2010;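 further: potency means the concentration at half of the fitted maximal effect; plate controls were no compound for no effect and no enzyme for full effect; nearly all actives have a fitted effect of over 20% in size; some results filed as inactive show a strong effect at the top dose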
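AmpC (5.3 nM in the dispensed reagent) in 20 mM phosphate pH 7.0 with 0.01% (detergent screen) or 0.0001% Triton X-100 was preincubated with compounds for 15 min at room temperature. Nitrocefin was then added from an 800 uM solution, and hydrolysis was followed at 480 nm.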
An asterisk follows results filed as active; ? = inconclusive; . = not tested or not shown; & = joins results of further samples; [ ] = another dose, or the depositor's remark. Unless noted, the call rests on the fitted dose curve; in most records, active means well fitted curve in the direction sought with a large enough effect; inconclusive means small, poorly fitted or top-dose-only effect, or another doubt; inactive means no such curve, though single readings can be large; an effect the other way counts as inactive or inconclusive. Unless noted, on the % scale 0 is the no-effect control and ±100 the full control effect. Hits appear at their usual frequency. Share with any hit: about 7.8%.

Structure | Giardia FBPA inh | HCMV inh | Sm TGR block | AmpC detergent | AmpC inh no detg | AMA1 RON2 block
O=C(OCC#CCSc1nnc(-c2ccc(Br)cc2)o1)c1cccs1 | -9.5% | ? | -18.1% | -15.4% | -4.0% | 0.7%
CCOC(=O)C1CCN(C(=O)COC(=O)CNC(=O)c2sc3ccccc3c2Cl)CC1 | . | -17.7 | -1.7% | 2.6% | 104.2%[activator] | -6.6%
Cc1cccc(Nc2c3c(nc4ccccc24)CCC3)c1 | -2.4% | -34.4 | 5.8% | 5.6% | -16.5% | -21.8%
CCC1CCCCN1Cc1ccc(CNS(=O)(=O)c2ccc3c(c2)oc(=O)n3C)o1 (stereo not drawn) | -12.6% | -16.6 | 79.4µM* | -5.6% | -16.7% | -1.3%
Cc1cc(C=O)c(C)n1C(C)C | -2.5% | -31.1 | 0.7% | 5.2% | -9.0% | -8.4%
COc1ccc(/C=C/C(=O)Oc2ccc(C)c(C)c2)cc1OC | -2.6% | ? | -1.7% | -10.0% | 138.7%[activator] | -4.6%
CN(C)Cc1c(C(=O)N/N=C/c2ccoc2)nnn1-c1nonc1N | 10.3% | -18.2 | 0.5% | -3.2% | -0.2% | 9.8%
COC(=O)C[N+](C)(C)CC#Cc1ccccc1 | 4.3% | -9.2 | -8.7% | 3.7% | -17.7% | -7.9%
COC(=O)C(=Nc1ccccc1)/C(C(=O)C(=O)N(C)c1ccccc1)=C(\O)c1ccc(Cl)cc1 | ? | 14.2 | -31.8% | ? | -34.8% | -11.5%
COc1cc(/C=C/C(=O)OCC(=O)c2ccc3c(c2)NC(=O)CO3)ccc1OC(F)F | . | 21.4 | -8.2% | -8.5% | -29.8% | 15.8%
CCSc1nc(O)c(CC)c(=O)n1C(C)CC (stereo not drawn) | -2.4% | -6.8 | -8.8% | 1.7% | -14.4% | 6.3%
CCCC1Cc2nc(N3CCCCC3)c(C#N)cc2CO1 (stereo not drawn) | -0.2% | -24.0 | -1.4% | -2.1% | -4.9% | 21.5%
COCCCN1C(=O)C(=O)/C(=C(/O)c2ccc(OC)cc2)C1c1ccc(O)c(OC)c1 (stereo not drawn) | 2.3% | -12.1 | 1.6% | -8.2% | -15.6% | -1.8%
O=C(CCSc1nc(-c2ccco2)cc(C(F)(F)F)n1)NCc1cccs1 | 0.3% | -17.1 | -1.0% | -0.5% | -4.7% | 4.9%
O=C1C=C(c2cc3ccccc3s2)C[C@@H](c2ccc(Cl)cc2)C1 | . | 6.0 | . | . | -3.8% | -10.0%
CC1CCCCN1C(=O)c1ccc(Br)o1 (stereo not drawn) | 10.0% | -17.6 | -3.7% | 0.4% | -15.0% | -6.8%
Cc1ccc(N2CC(C(=O)NNC(=O)c3ccc(F)cc3)CC2=O)cc1 (stereo not drawn) | . | 18.0 | -3.7% | -11.1% | -11.2% | 51.6%[activator]
CC(C)CC(NC(=O)C(CC(C)C)NC(=O)OC(C)(C)C)C(=O)O (stereo not drawn) | -0.5% | 11.6 | 4.1% | 8.9% | -5.3% | 14.2%
C=CCn1c(SCC(=O)N2CCc3ccccc3C2)nc2sc(C)cc2c1=O | 5.5% | -8.5 | 6.8% | -0.7% | -13.0% | 0.6%
COc1ccc(C(=O)NCc2nnc(SCC(=O)Nc3cccc(F)c3)o2)cc1 | 5.9% | -26.7 | 7.5% | 10.1% | -19.9% | 1.1%
Cc1ccc(CNC(=O)c2ccc3c(c2)N(Cc2ccccc2)C(=O)c2ccccc2S3(=O)=O)cc1 | . | -19.3 | 3.4% | 8.9% | . | .
O=S(=O)(N/N=C\c1ccc(-c2ccccc2Cl)o1)c1ccccc1 | -11.2% | -27.8 | ? | -11.4% | -38.7% | -2.8%
CCN(CC)c1ccc(C(=O)N2CCN(Cc3ccccc3)CC2)cc1 | -3.7% | 7.6 | -5.2% | ? | 94.2%[activator] | -1.8%
COc1ccccc1N(C)S(=O)(=O)c1ccc(C(=O)OCC(=O)N2CCC2)cc1 | 6.3% | ? | -3.2% | -4.0% | 35.2% | 14.8%
Cc1ccc2[nH]c(=O)c(CN(CC3CCCO3)C(=S)Nc3ccccc3)cc2c1 (stereo not drawn) | 9.7% | -77.8* | -11.2% | ? | -28.4% | -20.4%
O=[N+]([O-])c1c2ccccc2cc2ccccc12 | . | . | -14.1% | -4.7% | -21.0% | -25.2%
CC(/C=C/c1ccco1)=N/NC(=O)c1ccc(C)nc1 | -23.6% | 51.5 | 44.7µM* | 7.1% | -16.2% | 82.8%[activator]
CCN(C(=O)Cn1cnc2cc([N+](=O)[O-])ccc2c1=O)C1CCS(=O)(=O)C1 (stereo not drawn) | -2.8% | -2.1 | -2.5% | 1.1% | -28.1% | 9.1%
Cc1[nH]nc(N)c1-c1ccc(Cl)cc1 | 0.0% | -29.1 | -0.5% | -0.2% | 1.7% | 6.1%
COc1ccc(C(c2nnnn2C(C)C)N2CCN(C(=O)c3ccco3)CC2)cc1 (stereo not drawn) | -7.6% | 12.1 | ? | -0.7% | 75.7%[activator] | -12.9%

Shown with values under each structure: 8 of the compounds above
Fields – Giardia FBPA inh | HCMV inh | Sm TGR block | AmpC detergent | AmpC inh no detg | AMA1 RON2 block
> Cc1ccc(CNC(=O)c2ccc3c(c2)N(Cc2ccccc2)C(=O)c2ccccc2S3(=O)=O)cc1
 : . | -19.3 | 3.4% | 8.9% | . | .
> O=S(=O)(N/N=C\c1ccc(-c2ccccc2Cl)o1)c1ccccc1
 : -11.2% | -27.8 | ? | -11.4% | -38.7% | -2.8%
> CCN(CC)c1ccc(C(=O)N2CCN(Cc3ccccc3)CC2)cc1
 : -3.7% | 7.6 | -5.2% | ? | 94.2%[activator] | -1.8%
> COc1ccccc1N(C)S(=O)(=O)c1ccc(C(=O)OCC(=O)N2CCC2)cc1
 : 6.3% | ? | -3.2% | -4.0% | 35.2% | 14.8%
> Cc1ccc2[nH]c(=O)c(CN(CC3CCCO3)C(=S)Nc3ccccc3)cc2c1 (stereo not drawn)
 : 9.7% | -77.8* | -11.2% | ? | -28.4% | -20.4%
> O=[N+]([O-])c1c2ccccc2cc2ccccc12
 : . | . | -14.1% | -4.7% | -21.0% | -25.2%
> CC(/C=C/c1ccco1)=N/NC(=O)c1ccc(C)nc1
 : -23.6% | 51.5 | 44.7µM* | 7.1% | -16.2% | 82.8%[activator]
> CCN(C(=O)Cn1cnc2cc([N+](=O)[O-])ccc2c1=O)C1CCS(=O)(=O)C1 (stereo not drawn)
 : -2.8% | -2.1 | -2.5% | 1.1% | -28.1% | 9.1%

More entries follow:
Structure | Giardia FBPA inh | HCMV inh | Sm TGR block | AmpC detergent | AmpC inh no detg | AMA1 RON2 block
O=C(c1cnn(-c2ccccc2)c1)c1cc(Br)ccc1O | . | 6.2 | -20.5% | -1.7% | -22.0% | -15.4%
CCOC(=O)N1CCN(S(=O)(=O)N2CCCC(C(=O)NCCCN3CC(C)CC(C)C3)C2)CC1 (stereo not drawn) | 1.9% | -23.1 | -5.1% | ? | 2.0% | 19.7%
N#Cc1ccccc1CSc1nnc(-c2ccncc2)o1 | 10.2% | . | -0.9% | 0.1% | -4.5% | -10.9%
Cc1ccc(Cl)cc1NC(=O)CCS(=O)(=O)c1ccc2c(c1)n(C)c(=O)c(=O)n2C | . | 53.3&-30.4 | ? | 0.3% | . | 0.0%
COc1ccc(-n2nnc(-c3nc(-c4cccs4)no3)c2N)cc1OC | . | -0.4 | 2.6% | -0.1% | . | .
Cc1ccc2nc(CN3CCN(S(=O)(=O)c4ccc(C(C)C)cc4)CC3)oc2c1 | . | -31.5 | 3.9% | 14.1% | . | .
COc1cc(SC)ccc1C(=O)Nc1ccccc1C#N | -0.1% | 104.5 | 13.8% | ? | -13.5% | -1.5%
CSc1ccc(CCCCCCOC(=O)C(C)(C)C)cc1 | . | 42.0 | -3.8% | 5.5% | -6.8% | 23.8%
O=C(NCCCc1nc2ccccc2n1Cc1ccccc1Cl)C1CCCCC1 | . | 6.9 | 11.4% | 18.4% | . | .
Cc1ccccc1CN1CCCC(C(=O)Nc2ccc(-c3ccn[nH]3)cc2)C1 (stereo not drawn) | . | -63.3* | -26.6% | 2.9% | 7.4% | -3.0%
CC1=C(C(N)=O)C(c2ccc(C)o2)C(C(N)=O)=C(C)N1 | -10.3% | -10.1 | 44.7µM* | 0.3% | -10.1% | 45.2%[activator]
Cc1cc(C)nc(NC(=O)/C=C/c2cccs2)c1 | 0.2% | 115.7 | 2.9% | -0.5% | -31.6% | -0.3%
COc1ccc(-c2cc(=O)oc3c(O)c(O)ccc23)cc1 | ? | 78.4 | -18.6% | 1.0% | -42.0% | -6.8%
Cc1cc2c(=O)n(Cc3ccco3)c(SCC(=O)N3CCCc4ccccc43)nc2s1 | 1.8% | -88.0* | -38.7% | -4.5% | -16.7% | -15.0%
Cc1cc2oc(C(=O)N(Cc3cccs3)C3CCS(=O)(=O)C3)cc(=O)c2cc1Cl (stereo not drawn) | -1.3% | 8.1 | 0.2% | -6.0% | 89.0%[activator] | -22.7%
CCOc1ccccc1NC(=O)c1ccc([N+](=O)[O-])cc1 | -3.1% | . | -0.7% | -1.9% | -15.0% | .
COc1ccc2c(C(=O)CN3CCSCC3)c[nH]c2c1 | -21.4% | 29.1 | -22.9% | 11.5% | -4.9% | 1.1%
CCN(CC)c1ccc(/C=N/NC(=O)CCC(=O)NCc2ccccc2)c(O)c1 | ? | -15.9 | -2.2% | -1.5% | -6.0% | 20.9%
Cc1nnc(SCC(=O)Nc2ccccc2C(=O)NC2CC2)s1 | 1.7% | 13.0 | 1.1% | -3.9% | -6.9% | 13.3%
Cc1ccc2nc(-c3cccs3)c(Nc3c(C)cccc3C)n2c1 | . | 18.4 | 3.9% | 16.2% | . | .
COc1ccccc1C1C(C(=O)N2CCCCC2)=C(C)Nc2nc3ccccc3n21 (stereo not drawn) | . | 1.2 | 6.3% | 20.6% | . | .
CCOC(=O)C1C(=O)NC(c2ccccc2)=NC1c1ccc(Cl)cc1 (stereo not drawn) | 2.0% | -24.5 | -0.4% | -0.8% | ? | -14.8%
Cc1ccc(CS(=O)(=O)Cc2ccc(C(=O)NCC3CCCO3)o2)cc1 (stereo not drawn) | 7.4% | -27.4 | 0.0% | 2.6% | -0.2% | 2.1%
O=C(NCCc1ccccc1Cl)c1sc2ncccc2c1-n1cccc1 | . | -24.8 | -1.7% | 21.1% | . | .
Cc1nc(CC(=O)Nc2cc(Cl)ccc2C)cs1 | . | ? | -5.5% | -1.5% | . | .
FC(F)(F)c1nc2ccccc2nc1N/N=C/c1ccc(Cl)cc1 | 0.3% | -8.5 | 7.7% | -12.9% | -31.3% | -6.9%
